From PubChem BioAssay
proCasp3 act – activators of human procaspase-3 D3A mutant, primary screen, biochemical, absorbance, PC-3 D3A mutant, single concentration | Caspase-3 (Homo sapiens), P42574 | activation, % at 8.5 µM | recombinant procaspase-3 D3A, Ac-DEVD-pNA absorbance 405 nm | hit rate 0.11% among 330,000;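 active = activation above the mean of all tested compounds plus 3 SD, cut at about 21% in these data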;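 note: 0% = DMSO alone and 100% = DMSO wells spiked with extra 5 µM PC-3 D3A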
Target sequence (P42574 whole entry D9A/D28A/D175A): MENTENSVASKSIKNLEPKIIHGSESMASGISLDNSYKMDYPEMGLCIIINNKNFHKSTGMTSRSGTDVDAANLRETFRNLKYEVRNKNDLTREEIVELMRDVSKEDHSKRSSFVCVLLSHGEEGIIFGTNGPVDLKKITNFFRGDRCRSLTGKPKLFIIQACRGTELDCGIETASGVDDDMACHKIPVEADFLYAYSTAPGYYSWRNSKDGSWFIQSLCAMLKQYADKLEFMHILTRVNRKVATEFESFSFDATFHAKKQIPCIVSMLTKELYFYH
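Assay system: Autoprocessing-dead procaspase-3 D3A mutant enzyme; also added: Ac-DEVD-pNA; doses: one concentration, 8.5 µM nominal, 0.8% DMSO; times: 1 h compound preincubation, 2 h substrate hydrolysis at 25 °C; technique: 405 nm absorbance of p-nitroaniline, reads at 0 and 120 min; measure: % activation between DMSO and enzyme-spiked controls; repeats: single replicate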
PP5 primary – PP5 phosphatase inhibitors, primary screen, biochemical, fluorescence; Serine/threonine-protein phosphatase 5 (Homo sapiens), P53041; inhibition, % at 6.7 µM; purified PP5c, OMFP substrate fluorescence; AID 1987, 2009; hit rate 0.18% among 320,000;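 active = inhibition above the campaign's mean inhibition across all tested compounds plus 3 SD, cut at about 9.5% in these data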;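 note: 0% = DMSO only and 100% = 100 µM cantharidin control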
Target sequence (P53041 whole entry, looked up): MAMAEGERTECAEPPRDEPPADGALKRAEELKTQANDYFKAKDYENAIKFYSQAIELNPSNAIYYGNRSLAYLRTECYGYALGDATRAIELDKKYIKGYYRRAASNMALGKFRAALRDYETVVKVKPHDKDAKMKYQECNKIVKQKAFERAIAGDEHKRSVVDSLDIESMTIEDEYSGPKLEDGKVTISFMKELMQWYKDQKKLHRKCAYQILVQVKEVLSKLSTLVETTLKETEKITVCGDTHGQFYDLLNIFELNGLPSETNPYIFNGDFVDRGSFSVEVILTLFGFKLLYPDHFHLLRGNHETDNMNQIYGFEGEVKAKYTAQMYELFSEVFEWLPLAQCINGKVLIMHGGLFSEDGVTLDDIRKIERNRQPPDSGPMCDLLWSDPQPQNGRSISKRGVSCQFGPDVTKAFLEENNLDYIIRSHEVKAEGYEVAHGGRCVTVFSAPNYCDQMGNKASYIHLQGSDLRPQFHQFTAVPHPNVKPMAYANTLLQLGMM
CTSL1 counter – Fasciola hepatica cathepsin L1 inhibitors, primary screen, counter-screen for PFM18AAP inhibitor project, biochemical, QFRET, fluorogenic peptide substrate | recombinant F. hepatica cathepsin L1, Z-Leu-Arg-MCA fluorescence | AID 1906, 2009 | hit rate 0.49% among 300,000 | inhibition, % at 5.96 µM;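 active = inhibition above the mean of all tested compounds plus 3 SD, set per screening campaign, cut at about 17% in these data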;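 note: 0% = plate median of test compound wells and 100% = 1 µM Z-Phe-Ala-diazomethylketone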
core dimer inh – inhibitors of HCV core protein dimerization, primary screen, biochemical, TR-FRET, high-throughput | TR-FRET GST/Flag-core106 dimerization, 1536-well | inhibition, % at 5 µM | hit rate 0.33% among 300,000;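 active = inhibition above the mean of all tested compounds plus 3 SD, set per screening campaign, cut at about 45% in these data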
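Assay system: Tagged HCV core106 pair (GST and Flag) | Buffer or medium: KF-containing HEPES buffer, pH 7.45, DTT, CHAPS, BSA | Also added: Eu donor and XL665 acceptor anti-tag antibodies | Dosing: One concentration, 5 µM, in 0.5% DMSO | Timing: 4 h at 22.5 °C | Technique: TR-FRET 671 and 617 nm emission | Repeats: Singlicate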
GRK2 aptamer HTS – compounds blocking aptamer binding on GRK2 – biochemical, human GRK2, bead flow cytometry, HTS, primary screen; hit rate 0.59% among 330,000; FAM-aptamer displacement from GRK2; inhibition of aptamer binding, % at 10 µM; AID 488847, 2010;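 active = inhibition of aptamer binding above 40%, roughly 3 SD of noise, on plates passing a quality check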;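 note: median bead fluorescence of bound FAM aptamer so fluorescent compounds give negative values; no value below 0 was filed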
VLA-4 inh – inhibition in human VLA-4 binding assay, primary screen, VLA-4 allosteric modulator project, MLPCN library, flow cytometry, VLA-4 expressing cells. ligand binding flow cytometry. hit rate 0.2% among 330,000. inhibition, % (about 7 µM as worked out from the volumes in the protocol). Integrin alpha-4 (Homo sapiens), P13612; in the data active = inhibition above about 50%
PP1 inh – PP1-alpha phosphatase inhibitors, primary screen, counter-screen for PP5 inhibitor project, biochemical, fluorescence, OMFP substrate, single point | purified PP1alpha | inhibition, % at 6.7 µM | hit rate 0.9% among 320,000;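 active = inhibition above the mean inhibition of all tested compounds plus 3 SD, computed separately for each screening campaign, cut at about 15% in these data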
Target sequence (P62136 whole entry, looked up): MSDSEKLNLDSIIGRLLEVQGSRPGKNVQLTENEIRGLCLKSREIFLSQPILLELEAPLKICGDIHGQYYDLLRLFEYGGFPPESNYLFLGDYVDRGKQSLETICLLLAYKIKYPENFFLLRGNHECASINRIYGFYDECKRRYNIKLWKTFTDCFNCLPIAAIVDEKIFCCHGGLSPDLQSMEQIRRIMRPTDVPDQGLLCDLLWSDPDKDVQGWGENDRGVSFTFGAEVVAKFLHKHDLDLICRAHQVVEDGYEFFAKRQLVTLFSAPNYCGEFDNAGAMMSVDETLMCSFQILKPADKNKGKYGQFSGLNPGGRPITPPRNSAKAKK
proCasp7 act – procaspase-7 activators, primary screen, counter-screen for procaspase-3 activator project, biochemical, absorbance, HTS, human. activation, % at 8.5 µM. Caspase-7 (Homo sapiens), P55210. AID 463210, 2010. hit rate 0.093% among 330,000. recombinant procaspase-7, Ac-DEVD-pNA absorbance 405 nm; D23A/D198A/D206A triple mutant, cannot self-cleave; scale: DMSO 0, 5 µM enzyme 100;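 active = percent activation above the screen-wide mean plus 3 SD, cut at about 25% in these data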
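Replicates: singlicate. Assay system: Procaspase-7 triple mutant (PC-7 D3A). Signal: 405 nm absorbance of p-nitroaniline. Times: 1 h preincubation, 2 h reaction. Buffer or medium: Zinc-free HEPES pH 7.4 with 300 mM NaCl, 0.01% Triton X-100. Also added: DEVD-pNA substrate. Benchmarks: DMSO wells as 0%, DMSO with 5 µM added PC-7 as 100%.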
GASC-1 inh – inhibitors of GASC-1 histone demethylase, primary screen, biochemical, fluorescence, DELFIA europium | Lysine-specific demethylase 4C (Homo sapiens), Q9H3R0 | GST-JMJD2C(1-420) H3K9me3 demethylation | inhibition, % at 2.35 µM | hit rate 0.069% among 330,000 | AID 2099, 2009;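 active = more than half of a compound's replicate wells show inhibition beyond 50%, single wells judged on their own value; inconclusive = some, but no more than half, of replicates pass 50% inhibition; inactive = no replicate passes 50% inhibition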;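 note: signal counts dimethyl H3K9 product captured on neutravidin plate; 0% = median of DMSO wells and 100% = 0.3 times that DMSO median; strong numbers were not always called active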
Numbers without * were called inactive; ? = inconclusive; . = no result given.

cpd	SMILES	proCasp3 act	PP5 primary	CTSL1 counter	core dimer inh	GRK2 aptamer HTS
1	CCCNS(=O)(=O)c1ccc(OCC(=O)NCCC2=CCCCC2)cc1	-4	1.3	1	-1	2
2	CC(=O)Nc1ccnn1C1CCN(C(=O)c2cccc(C)c2C)CC1	0	-6.8	11	-16	3
3	Cc1cc(C(=O)Nc2nc(C)c(C(=O)N(C)C)s2)ccc1[N+](=O)[O-]	-4	-2.8	3	-6	2
4	CSc1nc2c(c(=O)n1-c1ccccc1)SCC2	-10	2.3	1	3	0
5	CCOc1ccccc1N1CC(C(=O)Nc2cc(Cl)ccc2-n2cncn2)CC1=O (stereo not drawn)	0	-1.4	3	-5	1
6	CC1(C)NC(=O)N(CCOc2ccc3c(c2)CCC3)C1=O	-5	0.7	-1	2	0
7	COc1ccc(C(=O)NNC(=O)CCc2nc3ccccc3c(=O)[nH]2)cc1	-4	.	.	.	4
8	CC(C(=O)Nc1sccc1C(N)=O)N1C(=O)C2CC=CCC2C1=O (stereo not drawn)	-2	-1.6	0	9	0
9	CCN(CC)S(=O)(=O)c1cccc2cccnc12	-4	0.5	-4	-1	0
10	C=CCn1c(CCNC(=O)c2cccs2)nnc1SCC(=O)c1cccc([N+](=O)[O-])c1	2	1.9	-2	-3	5
11	Cn1c(-c2ccc(Cl)nc2)nc2ccccc21	7	1.5	-1	-1	0
12	CC(=O)c1cccc(NC(=O)c2cc(=O)c3ccccc3o2)c1	4	-1.5	3	12	0
13	O=C(NC(=O)N1CCOCC1)c1ccccc1	8	-0.7	-1	-2	2
14	O=C(CCCC(=O)N1CCN(c2ccccc2F)CC1)N1CCN(c2ccccc2F)CC1	-6	0.7	5	6	0
15	C=CCNC(=O)C1CC1(c1cccc(C)c1)c1cccc(C)c1 (stereo not drawn)	-11	0.8	1	-6	0

cpd	VLA-4 inh	PP1 inh	proCasp7 act	GASC-1 inh
1	6	1	6	-6
2	-3	2	4	132
3	-16	-4	1	13
4	-10	3	-4	-8
5	1	-3	2	1
6	4	-1	7	2
7	-6	.	-11	9
8	3	0	5	2
9	0	-7	-11	11
10	-3	1	-5	1
11	-3	-3	8	9
12	-4	-2	-6	4
13	1	-4	16	-3
14	15	-1	-2	-18
15	-9	1	-1	6

An excerpt from above, showing only CTSL1 counter, GRK2 aptamer HTS and core dimer inh.
nr	Compound	CTSL1 counter	GRK2 aptamer HTS	core dimer inh
9	CCN(CC)S(=O)(=O)c1cccc2cccnc12	-4	0	-1
10	C=CCn1c(CCNC(=O)c2cccs2)nnc1SCC(=O)c1cccc([N+](=O)[O-])c1	-2	5	-3

The results go on:
cpd	SMILES	proCasp3 act	PP5 primary	CTSL1 counter	core dimer inh	GRK2 aptamer HTS
16	CN(Cc1cc2cc(F)ccc2[nH]1)Cc1nc(-c2cnccn2)no1	-3	0.6	-4	-2	0
17	CN(C)S(=O)(=O)Oc1ccc(C(=O)Nc2ccc([N+](=O)[O-])cc2)cc1	6	3.1	-5	11	0
18	COc1ccc2oc(C(=O)OCc3c(C)noc3C)c(C)c2c1	-1	5.2	2	-15	1
19	Cn1ccnc1COc1ccc(C=O)cc1	-7	0.0	6	7	1
20	Cc1ccc(S(=O)(=O)NCC(=O)OCC(=O)NCCc2ccccc2)cc1	0	0.7	-27	-5	0
21	CS(=O)(=O)N(Cc1cccc(CN(C(C(=O)O)c2ccccc2)S(C)(=O)=O)c1)C(C(=O)O)c1ccccc1 (stereo not drawn)	-8	2.1	-1	-16	0
22	O=C(CCCc1nc2ccccc2s1)Nc1ccc(N2CCOCC2)cc1	3	-1.2	-8	-3	1
23	COc1cc2c(cc1OC)C(C)N(CC(=O)Nc1ccc(C)c(S(=O)(=O)N3CCOCC3)c1)CC2 (stereo not drawn)	4	0.0	-1	2	1
24	Cc1ccc(/C=N/n2c(-c3ccccc3)n[nH]c2=S)cc1	-9	0.5	1	2	0
25	COc1ccc(C2NC(=O)c3ccccc3O2)cc1OC (stereo not drawn)	0	1.6	3	-7	0
26	C=CCn1c(SCC(=O)N2CCOCC2)nc2sc3c(c2c1=O)CCCC3	3	2.3	6	4	3
27	COc1ccc([C@H]2CC(=O)C=C(c3ccccc3)C2)cc1OC	-4	4.8	.	.	1
28	C#CCOCCOCCOCCNc1nc(N2CCN(C(=O)[C@H](CC(N)=O)n3cc(C(N)[C@@H](C)CC)nn3)CC2)nc(N2CCN(C(=O)[C@H](CCC(=O)O)n3cc([C@@H](N)CCCCN)nn3)CC2)n1 (stereo partly drawn)	-5	.	.	.	1
29	O=c1c2ccccc2nc(-c2ccco2)n1Cc1ccccc1	1	2.0	2	-3	3
30	Cc1ccc2c(c1)c1c(n2CC(O)Cn2c(C)nc3ccccc32)C(=O)CCC1 (stereo not drawn)	4	4.7	-3	-7	5

cpd	VLA-4 inh	PP1 inh	proCasp7 act	GASC-1 inh
16	15	-2	13	-39
17	3	-3	-2	2
18	-4	-2	6	13
19	12	0	10	7
20	17	-5	9	?
21	9	-2	-2	.
22	-7	-3	-2	2
23	1	-5	4	-3
24	-1	-2	-14	7
25	0	-5	-11	5
26	-7	0	1	3
27	0	-1	-7	3
28	1	.	1	8
29	-1	1	16	-25
30	9	10	8	-17

Some of these compounds in order of the PP5 primary value, low to high:
no.	structure	PP5 primary
2	CC(=O)Nc1ccnn1C1CCN(C(=O)c2cccc(C)c2C)CC1	-6.8
8	CC(C(=O)Nc1sccc1C(N)=O)N1C(=O)C2CC=CCC2C1=O (stereo not drawn)	-1.6
11	Cn1c(-c2ccc(Cl)nc2)nc2ccccc21	1.5

(next part)
cpd	SMILES	proCasp3 act	PP5 primary	CTSL1 counter	core dimer inh	GRK2 aptamer HTS
31	O=C(CN1CCCC1)Nc1c2c(cc3c1CCC3)CCC2	6	1.2	-6	-3	0
32	CCCCCCn1c(=O)c(Cc2ccccc2)c(O)c2ccccc21	4	0.7	0	1	2
33	Cn1cccc1C(=O)OCC(=O)Nc1ccc2c(c1)OCCO2	8	.	.	.	0
34	O=C(O)c1ccc2c(=O)n3c(nc2c1)/C(=C/c1ccc(Cl)c(Cl)c1)CC3	7	0.5	-3	5	0
35	O=C(CCc1nc(-c2ccccc2F)no1)Nc1cccnc1	-2	1.9	0	-2	0
36	NC(=O)CC(NC(=O)Cc1ccc(Cl)cc1)c1ccc(NCCc2ccccc2F)c([N+](=O)[O-])c1 (stereo not drawn)	-5	-0.7	2	21	3
37	O=Cc1c(N2CCOCC2)nc2ccccn2c1=O	4	0.6	0	3	1
38	CCOC(=O)N1CCN(S(=O)(=O)N2CCCC(C(=O)NCCc3ccc(OC)c(OC)c3)C2)CC1 (stereo not drawn)	6	0.6	0	1	0
39	OCCNc1nc(Nc2ccccc2OC(F)(F)F)nc(N2CCCC2)n1	1	1.1	1	-7	1
40	CCOC(=O)Cn1c(C)cc(COC)c(C#N)c1=O	9	0.5	0	1	0
41	Cc1onc(-c2ccccc2Cl)c1C(=O)Nc1ccc(-c2nnc3n2CCCCC3)cc1	-3	-0.3	-4	5	3
42	O=C(c1ccc(Cl)s1)N1CCN(c2nc3ccccc3s2)CC1	3	0.3	-5	4	1
43	C=C(C)CCC(C)N1CCC(n2nccc2NC(=O)CCCc2ccccc2)CC1 (stereo not drawn)	14	2.4	7	-21	0
44	CCOc1ccc(CSCCNC(=S)Nc2ccc(OC)cc2)cc1	-2	4.6	4	-4	2
45	COC(=O)[C@@H]1C[C@H]2CC[C@H](O)C[C@H]2N1Cc1ccc(-c2ccccc2)cc1	-1	3.3	1	-5	0

cpd	VLA-4 inh	PP1 inh	proCasp7 act	GASC-1 inh
31	4	-1	3	1
32	5	4	-6	12
33	0	.	-3	1
34	-11	-3	-2	-31
35	6	1	-3	9
36	-1	12	20	6
37	-11	-2	1	-2
38	2	0	9	7
39	14	-3	-2	-9
40	28	0	6	1
41	-12	-3	2	1
42	2	-3	10	-2
43	1	-6	-7	25
44	-4	-4	-7	-2
45	-8	4	-3	-15

The list goes on.
cpd	SMILES	proCasp3 act	PP5 primary	CTSL1 counter	core dimer inh	GRK2 aptamer HTS
46	Cc1ccccc1Nc1nnc(SCC2CCCCO2)s1 (stereo not drawn)	10	-0.1	0	10	2
47	c1ccc2sc(SN3CCOCC3)nc2c1	-11	1.4	-8	-5	0
48	Cc1cc(NC(=O)CCS(=O)(=O)c2ccc3c(c2)NC(=O)C(C)S3)ccc1Br (stereo not drawn)	-4	4.5	-2	8	3
49	CC(=O)c1cccc(NS(C)(=O)=O)c1	7	4.5	-1	-12	1
50	COc1cccc(-n2nnnc2SCC(=O)NC2CCCC2)c1	-1	2.8	-1	-8	0
51	COc1ccc2cc(C#N)c(N3CCOCC3)nc2c1	3	-1.9	-2	-3	1
52	COC(=O)C1CCN(c2cc(=O)n(C3CCCCC3)c(=O)[nH]2)CC1	4	-0.4	-3	7	2
53	O=C1NC(c2ccncc2)Nc2sc3c(c21)CCCC3 (stereo not drawn)	-8	-1.0	10	0	1

cpd	VLA-4 inh	PP1 inh	proCasp7 act	GASC-1 inh
46	7	-8	9	-5
47	8	-2	-8	-3
48	5	2	1	3
49	-13	-5	1	5
50	-1	1	1	-25
51	-34	3	-1	10
52	5	11	-6	-6
53	-14	-4	-8	3

Grouped by structure, the compounds so far containing a COOH group
cpd	SMILES	proCasp3 act	PP5 primary	CTSL1 counter	core dimer inh	GRK2 aptamer HTS
21	CS(=O)(=O)N(Cc1cccc(CN(C(C(=O)O)c2ccccc2)S(C)(=O)=O)c1)C(C(=O)O)c1ccccc1 (stereo not drawn)	-8	2.1	-1	-16	0
28	C#CCOCCOCCOCCNc1nc(N2CCN(C(=O)[C@H](CC(N)=O)n3cc(C(N)[C@@H](C)CC)nn3)CC2)nc(N2CCN(C(=O)[C@H](CCC(=O)O)n3cc([C@@H](N)CCCCN)nn3)CC2)n1 (stereo partly drawn)	-5	.	.	.	1
34	O=C(O)c1ccc2c(=O)n3c(nc2c1)/C(=C/c1ccc(Cl)c(Cl)c1)CC3	7	0.5	-3	5	0

cpd	VLA-4 inh	PP1 inh	proCasp7 act	GASC-1 inh
21	9	-2	-2	.
28	1	.	1	8
34	-11	-3	-2	-31
